Source: PubChem
PKA-R1A act – activators of PKA-R1A complex; activation, % at 11.4 µM; hit rate 0.083% among 340,000; P00514+P68181; PKA-R1A dissociation, Cy5-IP20 fluorescence polarization; scaled: DMSO 0%, 113 µM cGMP 100%;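 active = percent activation above the mean of all tested compounds plus 3 SD, cut at about 19% in these data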;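 note: higher means more PKAc released from R1A so a rise in polarization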
SR-BI uptake up – activators of SR-BI mediated HDL lipid uptake | CHO ldlA[mSR-BI] cells, DiI-HDL uptake fluorescence, 3 h; 100 = double the neutral-control signal | activation, % at 12.5 µM | hit rate 0.096% among 320,000;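 active = mean replicate activation of at least 60% and every replicate at or above 60%; inconclusive = mean or all-replicate condition met, but not both; inactive = mean below 60% and not all replicates reaching 60%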;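 note: 0% = median plate neutral-control signal and 100% = twice that signal; values of inactives mirror those of a sister screen read the other way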
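Test system: SR-BI-overexpressing, LDLR-lacking CHO cells. Measured by: DiI fluorescence, bottom read. Medium: Ham's F12 with 0.5% BSA, HEPES 25 mM, pH 7.4. Timing: 3 h uptake period with compound, 37 °C.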
NSD2 inh – NSD2 (human) methyltransferase inhibition; hit rate 0.54% among 310,000; NSD2 peptide methylation, AlphaScreen, 120 min; inhibition, % at 12.5 µM; AID 743445; in the data active = inhibition above about 50%
dFosB act – enhances mouse delta FosB homodimer DNA binding. P13346. purified delta FosB, TAMRA-CDK5 oligo fluorescence polarization; percent of positive-control signal above neutral wells. activation, % at 25 µM. hit rate 0.99% among 340,000;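 active = mean activation above about 17%, with every replicate also reaching it, limit read from the data, passing the limit was not always enough; inconclusive = only one of the two conditions met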;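 note: fluorescence polarization rise as delta FosB binds a TAMRA Cdk5 AP-1 oligo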
Target sequence (P13346 whole entry, looked up): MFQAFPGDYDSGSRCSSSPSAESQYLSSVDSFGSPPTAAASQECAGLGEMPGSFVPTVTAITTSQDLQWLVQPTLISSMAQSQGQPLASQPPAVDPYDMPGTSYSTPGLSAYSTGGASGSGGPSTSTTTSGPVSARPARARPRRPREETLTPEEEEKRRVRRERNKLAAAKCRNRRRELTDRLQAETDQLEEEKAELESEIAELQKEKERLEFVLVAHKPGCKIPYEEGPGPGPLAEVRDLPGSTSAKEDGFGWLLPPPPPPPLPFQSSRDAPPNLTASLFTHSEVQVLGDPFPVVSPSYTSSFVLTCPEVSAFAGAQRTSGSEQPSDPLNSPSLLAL
Arrestin-AP2 inh – human beta-arrestin and AP2 interaction inhibition; FITC-arrestin peptide / GST-AP2 beads, flow cytometry; AP2 beta2 appendage carries R879A mutation; inhibition, % at 10 µM; hit rate 0.31% among 340,000;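 active = inhibition above a set limit, near 3 SD of compounds lacking own fluorescence, cut at about 54% in these data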;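 note: plate controls were DMSO wells for no effect and 5 µM unlabelled arrestin peptide for full effect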
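System: GST-tagged AP2 beta2-adaptin appendage (R879A) on 4 µm glutathione beads / Reagent: FITC-arrestin peptide, 50 nM / Detection: HyperCyt-sampled flow cytometry, FL1 channel, ex 488/em 535 nm / Timing: 12 min plus 1 h, RT / Buffer or medium: PBS plus Tween 20 (0.05%) and BSA (0.1%)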
MITF TRPM1 HTS – activators of MITF-driven TRPM1 promoter activity in SK-MEL-5 cells; SK-MEL-5 TRPM1-promoter luciferase, 24 h; % of positive control, neutral wells = 0; activation, % at 12.5 µM; hit rate 0.75% among 300,000;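 active = mean activation of at least 80% with every replicate also reaching 80%; inconclusive = mean reaches 80% but some replicate falls short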;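 note: 0% = neutral control wells and 100% = parthenolide positive control wells; values of inactives mirror those of a sister screen read the other way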
Mot1-301 SUMO – blocks SUMOylation pathway, rescuing yeast Mot1-301 growth; S. cerevisiae Mot1-301 growth rescue, ATP luminescence, 38.5C; percent above DMSO median, 100 means doubled; growth rescue, % at 18.8 µM; hit rate 1% among 320,000;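 active = every valid replicate shows activation above 250% relative to neutral control wells; inactive = the rest, any valid replicate at or below 250%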;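 note: OY570 slx delta 5 strain wells were the positive control but not used for scaling; some compounds called inactive have numbers as strong as hits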
SR-BI DiI inh – blocks mouse SR-BI lipid uptake from DiI-HDL | ldlA[mSR-BI] CHO cells, DiI-HDL uptake fluorescence, 3 h | inhibition, % at 12.5 µM | hit rate 0.96% among 320,000;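 active = mean replicate inhibition of at least 70% and a set share of replicates each scoring 70 or more; inconclusive = meets just one of the two criteria; inactive = fails both criteria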;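 note: 0% = median of neutral control wells and 100% = median of positive control wells; values of inactives mirror those of a sister screen read the other way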
CDK5 p35 inh – CDK5/p35 (human) kinase inhibition. Q00535+Q15078. Recombinant CDK5/p35, ADP-Glo luminescence, 60 min. inhibition, % at 10 µM. hit rate 0.01% among 330,000. AID 488839;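 active = highest replicate inhibition of at least 50% and at least 75% of replicates reaching 50%; inconclusive = only one of the two criteria met; inactive = both criteria failed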;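 note: plate controls were DMSO neutral control for no effect and GW8510 at 10 µM for full effect; many of its hits are not listed in these tables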
Pemphigus Ab inh – blocks pemphigus antibody binding to human desmoglein-3; DSG3-coupled beads, scFv-anti-DSG3-GFP binding, flow cytometry; active compounds read low; binding (percent of control), % at 10 µM; hit rate 0.48% among 310,000; AID 588358;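 active = binding more than 3 SD below its plate's average and above zero; inconclusive = below that plate limit but binding exactly zero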;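 note: hits lower antibody fragment binding to DSG3; some compounds called inactive have numbers as strong as hits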
PKA-R2B act – PKA-R2B complex activation | PKA-R2B holoenzyme dissociation, Cy5-IP20 fluorescence polarization; R2B truncated from residue 108, S112A mutant; 0% DMSO only, 100% 113 µM cGMP | hit rate 0.079% among 340,000 | activation, % at 11.4 µM | AID 504700 | P22694+P31323;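 active = activation above a cutoff set at the mean over all compounds plus 3 SD, cut at about 18% in these data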;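 note: higher means more holoenzyme dissociation and a rise in polarization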
Target sequence (P31323 whole entry, looked up, other chains not shown, the tested form may be a part): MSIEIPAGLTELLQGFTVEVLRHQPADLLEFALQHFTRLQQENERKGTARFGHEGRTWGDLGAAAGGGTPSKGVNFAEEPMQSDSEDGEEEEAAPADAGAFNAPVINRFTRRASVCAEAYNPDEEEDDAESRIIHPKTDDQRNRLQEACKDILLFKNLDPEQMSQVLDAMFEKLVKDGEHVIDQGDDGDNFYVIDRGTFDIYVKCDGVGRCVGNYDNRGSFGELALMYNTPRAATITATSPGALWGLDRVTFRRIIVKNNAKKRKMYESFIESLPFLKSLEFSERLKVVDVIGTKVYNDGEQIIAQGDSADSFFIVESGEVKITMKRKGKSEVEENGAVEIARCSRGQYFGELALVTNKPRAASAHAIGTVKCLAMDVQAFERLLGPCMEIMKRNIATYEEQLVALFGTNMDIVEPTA
Starred values were filed as active, the others as inactive; u = inconclusive; x = not tested or not shown.

SMILES	PKA-R1A act	SR-BI uptake up	NSD2 inh	dFosB act	Arrestin-AP2 inh	MITF TRPM1 HTS	Mot1-301 SUMO	SR-BI DiI inh	CDK5 p35 inh	Pemphigus Ab inh	PKA-R2B act
Cc1ccc(/C(N)=N/OC(=O)COc2ccc(Cl)c(C)c2)cc1	-10	26	-2	-3	19	11	22	-26	0.0	99	-4
O=S1(=O)[C@H]2C[C@@H]3C=C[C@@]2(CN1Cc1ccc(F)cc1)O3	0	6	x	10	4	-7	-7	-6	1.1	108	1
CC(NC(=O)Cc1ccsc1)c1ccc(F)cc1 (configuration not stated)	8	x	0	-5	22	3	-14	x	0.3	101	8
CCc1ccc(Nc2cc(C)nc3ncnn23)cc1	-9	-2	47	-6	5	-4	48	2	3.9	100	-9
CC1CNC(=S)N(c2ccccc2)C1=O (configuration not stated)	-3	14	-3	-5	-4	6	x	-14	-0.3	99	-3
COc1ccc(C2C3C(=O)N(Cc4ccccc4)C(=O)C3ON2c2ccccc2)c(OC)c1OC (configuration not stated)	-9	3	x	-12	23	-3	-13	-3	-0.7	102	-3
Cc1cnc(CN(C)C(=O)CC2C(=O)NCCN2Cc2cccc(F)c2F)[nH]1 (configuration not stated)	-6	-5	-1	-9	-3	-9	1	5	-0.8	102	3
CN(C)C(=S)Nc1ccc(Cc2ccncc2)cc1	0	-2	1	7	26	x	8	2	0.5	115	8
COc1cccc(CNC(=O)COC(=O)CCCNC(=O)c2ccc(Cl)cc2)c1	3	21	0	0	-3	7	-4	-21	-1.5	101	-11
Cc1ccc(-c2noc(CCC(=O)NCCN3CCc4ccccc4C3)n2)cc1	-10	-25	1	-1	18	-9	4	25	-1.4	96	-3
CC1(c2nnc(Cc3ccccc3)o2)CC(c2ccccc2[N+](=O)[O-])=NO1 (configuration not stated)	-13	-28	x	2	5	-8	158	28	1.2	100	-9
CCN1C(=O)C(CC(=O)Nc2ccc(F)cc2)N(Cc2cccs2)C1=S (configuration not stated)	0	0	-1	-1	-1	-1	4	0	-1.8	98	-4
Cc1cccc(NC(=O)c2cc(S(=O)(=O)N(C)c3ccc(F)cc3)ccc2Cl)n1	-8	-11	-1	1	-8	-5	-6	11	1.0	104	-21
CCn1cc(C(=O)NCC(OC)OC)c(=O)c2cc(S(=O)(=O)N3CCC(C)CC3)ccc21	4	13	6	-20	9	-18	7	-13	1.0	83	-2
O=C(O)COc1ccccc1/C=N/NC(=O)C(O)c1ccccc1 (configuration not stated)	-2	x	2	-4	-3	4	-23	x	0.2	99	-2
CN(C)CCCN(C(=O)CCc1ccccc1)c1nc2c(F)cccc2s1	2	37	6	-15	3	5	85	-37	1.4	112	-6
Cc1ccc2[nH]cc(S(=O)(=O)c3ccc(C)c(C)c3)c(=O)c2c1	-1	12	-3	1	12	-1	-14	-12	0.8	92	3
CC(C)CN1CCN(Cc2cc(F)ccc2-n2cccn2)CC1CCO (configuration not stated)	-5	7	-5	-5	4	1	-10	-7	0.6	110	0
Cn1c(=O)c2cc(S(=O)(=O)NCCC(=O)NCC3CCCO3)ccc2n(C)c1=O (configuration not stated)	8	7	-2	1	22	9	-15	-7	0.5	94	7
C=CCc1cccc2cc(C(=O)NCCOC)c(=O)oc12	-21	11	-2	2	27	-2	100	-11	-0.7	96	3
COc1ccc(CNC(=O)CCOc2ccc(C(C)(C)C)cc2)cc1	1	32	20	-9	1	-8	-10	-32	1.9	108	-4
O=C(CSc1nc2ccccc2s1)Nc1ccc(N2CCOCC2)c(Cl)c1	-10	-10	1	-2	x	-1	9	10	-0.4	102	-4
CCCC1(C)SC(NC(C)=O)=NN1C(C)=O (configuration not stated)	8	9	7	1	-2	-12	-23	-9	1.3	x	4
O=S(=O)(c1ccc(Br)s1)N1CCNCC1	-8	0	1	-4	-7	0	7	0	1.3	93	3
O=C(OCC(=O)N1CCc2ccccc2C1)c1cc(=O)[nH]c2ccccc12	-5	-18	0	4	-7	16	5	18	0.1	88	6

(cont.)
SMILES	PKA-R1A act	SR-BI uptake up	NSD2 inh	dFosB act	Arrestin-AP2 inh	MITF TRPM1 HTS	Mot1-301 SUMO	SR-BI DiI inh	CDK5 p35 inh	Pemphigus Ab inh	PKA-R2B act
COc1ccc2oc(=O)c(C(=O)NCc3cccnc3)cc2c1	2	5	0	3	1	3	x	-5	1.2	96	-1
CC(C)Cn1c(N)c(C(=O)COC(=O)c2ccc(O)cc2)c(=O)n(C)c1=O	-19	-8	0	-10	-8	-7	-8	8	-1.8	92	-5
COc1ccc(NC(=O)COc2nsnc2N2CCOCC2)c(OC)c1	-2	-11	7	-5	3	-3	7	11	1.2	105	-5
COC(=O)C1=C(C(=O)OC)[C@@H]2N(C)c3ccccc3[C@@]23C[C@@H](C(=O)OC)N(C(=O)C2CCC2)C3=N1	1	5	x	-8	-4	3	3	-5	1.0	112	-12
CCN1CCN(C(c2cccs2)C(C)NC(=O)c2c(F)cccc2F)CC1 (configuration not stated)	0	18	8	0	-1	-2	-20	-18	1.8	104	-9
Cc1cc(C)nc(N/N=C/c2cccc3ccccc23)n1	-18	5	-2	0	7	26	191	-5	x	90	-6
Cc1ccc2[nH]c(=O)c(CN(C)S(=O)(=O)c3cccc4nonc34)cc2c1	6	-12	2	-2	1	22	0	12	1.6	102	-2
O=C(CSc1nnc(-c2ccccc2)n1Cc1ccccc1)NC1CC1	3	-4	13	-6	5	-13	-9	4	0.6	x	2
CC(=O)NCCc1nc2cc(NC(=O)c3ccc(F)cc3)ccc2n1C	-4	-7	x	4	-4	65	741*	7	-2.0	114	1
COc1ccc2c(c1)CC/C(=C\Nc1ccc3c(c1)OCO3)C2=O	-1	-60	-3	-12	30	u	-8	60	1.4	125	2
Cc1cnc(CN2CCc3c([nH]c4ccccc34)C2CC(C)C)[nH]1 (configuration not stated)	-6	-17	1	-10	12	-17	15	17	1.7	115	-2

Entries above that contain an aryl methoxy group, in the order listed:
SMILES	PKA-R1A act	SR-BI uptake up	NSD2 inh	dFosB act	Arrestin-AP2 inh	MITF TRPM1 HTS	Mot1-301 SUMO	SR-BI DiI inh	CDK5 p35 inh	Pemphigus Ab inh	PKA-R2B act
COc1ccc(C2C3C(=O)N(Cc4ccccc4)C(=O)C3ON2c2ccccc2)c(OC)c1OC (configuration not stated)	-9	3	x	-12	23	-3	-13	-3	-0.7	102	-3
COc1cccc(CNC(=O)COC(=O)CCCNC(=O)c2ccc(Cl)cc2)c1	3	21	0	0	-3	7	-4	-21	-1.5	101	-11
COc1ccc(CNC(=O)CCOc2ccc(C(C)(C)C)cc2)cc1	1	32	20	-9	1	-8	-10	-32	1.9	108	-4
COc1ccc2oc(=O)c(C(=O)NCc3cccnc3)cc2c1	2	5	0	3	1	3	x	-5	1.2	96	-1
COc1ccc(NC(=O)COc2nsnc2N2CCOCC2)c(OC)c1	-2	-11	7	-5	3	-3	7	11	1.2	105	-5
COc1ccc2c(c1)CC/C(=C\Nc1ccc3c(c1)OCO3)C2=O	-1	-60	-3	-12	30	u	-8	60	1.4	125	2
